High-throughput results: PubChem, Small Molecule Screening Facility, UW Madison
SSB-PriA inh: K. pneumoniae PriA-SSBct interaction inhibition; AlphaScreen SSBct-PriA binding, biotinylated peptide; inhibition, % at 33 µM; 0.6% of 430,000 active; AID 1272365; in the data active = inhibition mostly above about 37%, no sharp cut-off; inactive = mostly below about 20%;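 also: plate controls were negative control peptide for no effect and reference peptide for full effect; strong numbers were not always called active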
* marks the source's active call; other numbers are inactive results; & = joins results of further samples. The list is partial, so the mix of outcomes need not match the whole.

Start of the data: the first 2 compounds, to show the layout:
SMILES | SSB-PriA inh
Clc1ccc(CON=C2CCCc3nonc32)c(Cl)c1 | -10
COc1ccc(CNC(=O)CC(C)=NNC(=O)Cc2ccc(OC)cc2)cc1 | -3

Main list, from the start:
SMILES | SSB-PriA inh
Clc1ccc(CON=C2CCCc3nonc32)c(Cl)c1 | -10
COc1ccc(CNC(=O)CC(C)=NNC(=O)Cc2ccc(OC)cc2)cc1 | -3
CCc1c(C)nc2n(c1=O)CC(C(=O)NCCc1c[nH]c3ccccc13)CS2 (stereo not drawn) | -11
Cc1ccc2sc(N(Cc3ccccn3)C(=O)c3ccno3)nc2c1C | -3
CS(=O)(=O)N1CCN(C(=O)NCCn2ccnc2C2CC2)C1=O | 6
C[C@](O)(CNC(=O)NCc1ccccc1)C1CC1 | -10
NS(=O)(=O)c1ccc(NC(=O)c2ccc(S(=O)(=O)N3CCCC3)o2)cc1 | -10
O=C(Nc1ccc(F)c(F)c1F)c1cccn(Cc2cccc([N+](=O)[O-])c2)c1=O | 3
N#Cc1cccc(C(=O)N2CCN(c3cc4c(nn3)CCCC4)CC2)c1 | 3
CCCCOC(=O)c1ccc(Nc2ncnc3c2nnn3CC)cc1 | -5
CC(=NNC(=S)NCc1ccccc1)c1ccc(C(C)(C)C)cc1 | -1
CC(=O)Nc1ccc(Nc2nc(-c3ccccn3)cs2)cc1 | 90*
O=C(NCCOc1ccccc1)Nc1ccc2c(c1)OCO2 | -2
O=C(Nc1ccc2c(c1)OCO2)c1ncccn1 | -11
CC(Cn1nnc([N+](=O)[O-])n1)=NNC(=O)c1ccncc1 | -11
O=C(NN=Cc1ccccc1Cl)c1ccc(F)cc1 | -1
CN1CCN(C(CNC(=O)c2ccccc2Br)c2ccc3c(c2)CCCN3C)CC1 (stereo not drawn) | 15
Nc1nnn(CC(=O)NN=Cc2cn[nH]c2-c2ccccc2)n1 | -7
COc1cc(C=NNC(=O)c2ccncc2)ccc1OCC(=O)Nc1ccccc1 | -10
Cc1cc(O)c([C@H](c2cccc(F)c2)N2CCN(C)CC2)c(=O)n1Cc1ccccn1 | -10
CCOC(=O)c1c(NC(=O)c2ccc(C(=O)Nc3sc(C)c(C)c3C(=O)OCC)s2)sc(C)c1C | -4
COc1ccc(C)cc1NC(=O)NCCCn1ncccc1=O | 0&0
O=C(NC1CCN(c2nccs2)CC1)c1cccs1 | 3
NC(N)=NN=Cc1ccc(OCc2ccccc2)cc1 | 11
O=c1c2cccnc2[nH]n1-c1ccccc1 | -4

Given tab-delimited: 3 of the compounds above
Molecule	SSB-PriA inh
O=C(Nc1ccc(F)c(F)c1F)c1cccn(Cc2cccc([N+](=O)[O-])c2)c1=O	3
N#Cc1cccc(C(=O)N2CCN(c3cc4c(nn3)CCCC4)CC2)c1	3
CCCCOC(=O)c1ccc(Nc2ncnc3c2nnn3CC)cc1	-5

Further results:
SMILES | SSB-PriA inh
CCOc1ccc(-c2noc(-c3ccc(CS(=O)(=O)c4ccc(OC)c(OC)c4)o3)n2)cc1 | -3
CCc1ccccc1NC(=O)CC1SC(=Nc2nccs2)N(CC)C1=O (stereo not drawn) | -18
CS(=O)(=O)N1CCC(C(=O)Nc2nc(-c3cc4ccccc4o3)cs2)CC1 | -25&-18
COC(=O)CSC1CCN(C(=O)c2ccc3nccc(C)c3c2)C1 (stereo not drawn) | -4
Cc1oncc1C(=O)N1CCSC(c2ccccc2Cl)CC1 (stereo not drawn) | -15
O=C(NN=Cc1sc2ccccc2c1O)c1cccc2ccccc12 | 49
COC(=O)c1ccc(S(=O)(=O)NCCn2ccc(-c3ccccn3)n2)cc1 | -4
Cc1nc(SC(C(=O)O)c2ccccc2)nc2ccccc12 (stereo not drawn) | 8
C#CC1(O)CCC2C3CCC4=CC(=NOCC(=O)NCC(=O)NC(C(=O)O)C(C)C)CC[C@]4(C)C3CC[C@@]21C (stereo partly drawn) | -4
Cc1nnc(CNC(=O)C2CN(S(=O)(=O)C3CC3)C2)o1 | -10
COc1cc(OC)cc(C(=O)N(Cc2cnc3ccccn23)C2CC2)c1 | -1
COC(=O)CSC1CCN(S(=O)(=O)/C=C/c2ccccc2)C1 (stereo not drawn) | 1
O=C(Cn1ccc2ccccc21)N1CCc2ncncc2C1 | 2
CN(C)c1ccnc(CNC(=O)CCc2ccccc2)n1 | 5
CN(C)c1ccc(CCNS(=O)(=O)c2ccccc2)cc1 | 15
Cc1cc(C(=O)NCc2nn(C)c3c2COCC3)c(C)o1 | -2
O=C(Cc1noc2ccccc12)N1CCN(c2ccccn2)CC1 | -3
O=C(Nc1cnn(CC2CCOCC2)c1)c1cc(-c2ccccc2)on1 | -23
Clc1c2ccccc2cc2cccnc12 | -35
O=S(=O)(c1ccc(Cl)cc1)c1nc(-c2ccccc2F)oc1NCc1ccco1 | -4
COc1ccc(C)cc1S(=O)(=O)N1CC(N2C(=O)C3CC=CCC3C2=O)C1 (stereo not drawn) | -8
CCc1cccc(-n2ccn(Cc3cc(C)ccc3C)c(=O)c2=O)c1 | -7
Cc1nnsc1C(=O)N1CCC(CNC(=O)c2cc(Br)cs2)CC1 | -8
Cc1ccc(-c2nc3c(c(=O)n2CC(=O)NC[C@H]2CCCO2)CCN(Cc2ccccc2)C3)cc1 | 14
CS(=O)(=O)c1ccc(-c2ccc(NC(=O)c3ccccc3Br)cc2)nn1 | -12

Retrieved one by one from above:
SMILES | SSB-PriA inh
CCOc1ccc(-c2noc(-c3ccc(CS(=O)(=O)c4ccc(OC)c(OC)c4)o3)n2)cc1 | -3
O=C(Cc1noc2ccccc12)N1CCN(c2ccccn2)CC1 | -3
CCc1cccc(-n2ccn(Cc3cc(C)ccc3C)c(=O)c2=O)c1 | -7
CS(=O)(=O)N1CCC(C(=O)Nc2nc(-c3cc4ccccc4o3)cs2)CC1 | -25&-18

(list continues)
SMILES | SSB-PriA inh
COC(=O)CSC1CCN(C(=O)CCc2ccc(Cl)c(C(F)(F)F)c2)C1 (stereo not drawn) | -18
CN1CCN(Cc2c(-c3ccccc3)c(-c3ccccc3)c3ccccn23)CC1 | 5
O=C(Cc1nnc(-c2cnccn2)o1)N1CCc2ccccc2C1 | -2
Cc1nc2cc(NC(=O)c3ccn(C)n3)ccc2s1 | -9
COc1ccc(NC(=O)NCCCn2nc(-c3ccccc3)ccc2=O)cc1OC | -2
O=C(c1ccc(Cl)nc1)N1CCN(c2ccc(-c3ccc(F)cc3)nn2)CC1 | -2
O=C(COc1ccc(Cl)cc1)N1CCN(c2cc3c(nn2)CCCC3)CC1 | -9
COc1ccc(S(=O)(=O)N2CCN(c3ccc(-c4ccco4)nn3)CC2)cc1F | -9
C[C@](O)(CNC(=O)c1c(F)cccc1F)c1cccs1 | -7
C=Cc1ccc(COC(=O)c2nnn(-c3ccc(CC)cc3)c2C)cc1 | -20&-19
Cc1cc(=O)n(CCNC(=O)c2ccccc2Cl)cn1 | -4
CN(C)S(=O)(=O)N1CC(S(=O)(=O)Cc2ccco2)C1 | 6
CC(=O)c1cccc(NC(=O)c2sc3nc4c(c(-c5cccnc5)c3c2N)CCCC4)c1 | -21
Cc1ccc(NCC(=O)NN=Cc2cccc(O)c2)cc1 | -3
Cc1ccc(C(N)=NCCc2csc(-c3ccc(C)cc3)n2)cc1 | 2
Cc1nn(-c2ccccc2)c2[nH]cc(C(=O)N3c4ccccc4CC3C)c(=O)c12 (stereo not drawn) | 6
Cc1cc(C)n(CCNC(=O)Cc2cccc3ccccc23)n1 | -9
CCOc1ccc(-c2ccc(=O)n(CCNC(=O)CC(c3ccccc3)c3ccccc3)n2)cc1 | -16
CC[C@@H](C(=O)NCCn1nc(-c2ccncc2)cc1C1CC1)c1ccccc1 | 0
COc1cccc(NC(=O)N(CCc2cccs2)Cc2ccco2)c1OC | -8
Cc1nc(C)c(C(=O)N2Cc3cnc(N4CCOCC4)nc3C2)s1 | -2
COc1ccc(C(=O)Cn2nc(C)c3cnn(C(C)(C)C)c3c2=O)cc1 | -14
O=C(c1cc(-c2ccco2)[nH]n1)N1CCN(C[C@H](O)C2CC2)CC1 | 6
O=C(NCc1cccs1)C1CCCN(c2ccc(-c3cccs3)nn2)C1 (stereo not drawn) | -19
Cc1cc(C)nc(N=C(N)N(Cc2ccccc2)Cc2ccccc2)n1 | -5

Next part, overlapping the part above by 3 compounds.
SMILES | SSB-PriA inh
O=C(c1cc(-c2ccco2)[nH]n1)N1CCN(C[C@H](O)C2CC2)CC1 | 6
O=C(NCc1cccs1)C1CCCN(c2ccc(-c3cccs3)nn2)C1 (stereo not drawn) | -19
Cc1cc(C)nc(N=C(N)N(Cc2ccccc2)Cc2ccccc2)n1 | -5
COc1ccc(Br)cc1S(=O)(=O)Nc1cccc2cn[nH]c12 | -7
CC1CCN(c2nc3c([nH]2)c(=O)n(C)c(=O)n3C)CC1 | -73
COc1cc(C=NNC(=O)c2ccc(C)nc2)ccc1OC(=O)c1cccc(F)c1 | 2
CC(=O)Nc1ccc(CC(=O)N2CCC(S(=O)(=O)c3nccn3C)CC2)cc1 | -14
CC(=O)Nc1ccc(C(=O)NCCNC(=O)c2ccc(S(=O)(=O)N(C)C)cc2)cc1 | -4
CC(C)(C)c1ccc(S(=O)(=O)Nc2cc3sc(=O)oc3c3ccccc23)cc1 | 37
Cc1cc(NC(=O)c2nnn(-c3ccc(Cl)cc3)c2C)no1 | 4
COc1ccc(C(C)C)cc1S(=O)(=O)Nc1cc(C)cc(C)c1 | -2
COc1ccc(OCC(O)Cn2c(C3CC(=O)N(c4cccc(F)c4)C3)nc3ccccc32)cc1 (stereo not drawn) | 14
COC(=O)c1ccc(C(=O)NCC#CCOc2ccc3c(c2)OCO3)cc1 | 1
O=C(NN=Cc1ccc(OC(F)F)cc1OC(F)F)NC1CCCCC1 | -15
O=C(NCCc1csc2nc(-c3cccs3)nn12)c1cccc(C(F)(F)F)c1 | -11
CCNC(=O)C(=O)NCC(c1ccc(N(C)C)cc1)N1CCN(c2ccc(F)cc2)CC1 (stereo not drawn) | 19
CCOc1ccccc1C=NNC(=O)CNC(=O)COc1ccccc1 | -8
CCOc1ccccc1-c1noc([C@H]2CC(=O)N(c3c(C)cccc3C)C2)n1 | 1
N#CC1=C(N)OC2=C(C(=O)CCC2)C1c1ccc(-c2cccc([N+](=O)[O-])c2)o1 (stereo not drawn) | 5
C=CCN1C(=O)C(C)(C)COc2cc(NS(=O)(=O)CC)ccc21 | -20
CC(=O)ON=Cc1c(Cl)n(C)c2ccccc12 | -15
Cc1ccc(Oc2ncccc2C=NOCc2ccc(Cl)c(Cl)c2)cc1 | -25
Cc1ccsc1/C=C1\SC(=N)NC1=O | -14
O=C(Cc1c(F)cccc1Cl)NCC1(O)CCOc2ccccc21 (stereo not drawn) | -10
COc1cccc(C(=O)Oc2coc(CSc3nncn3C)cc2=O)c1 | 8
CCN(CC)CCNC(=O)c1sc2c(cnc3ccc(OC)cc32)c1-c1ccccc1 | -10
COc1ccccc1OC(=O)C1OC2OC(C)(C)OC2C2OC(C)(C)OC12 (stereo not drawn) | -1
C=CCn1c(SCC(=O)Nc2ccc(S(N)(=O)=O)cc2)nc2sc(C)c(C)c2c1=O | -7
SMILES | SSB-PriA inh
O=C(Cc1c[nH]c2ccccc12)N[C@H]1CCN(c2ccccn2)C1 | 3
O=C(Nc1ccc(S(=O)(=O)N2CCCCC2c2cccnc2)cc1)c1ccc(Cl)c([N+](=O)[O-])c1 (stereo not drawn) | 12
CC(=NNC(=O)c1cc(-c2ccccc2C)nc2ccccc12)c1cccnc1 | 0
c1ccc(CSc2nnc(C3COc4ccccc4O3)o2)nc1 (stereo not drawn) | -3
Cc1ccc2[nH]c3c(=O)n(CC(=O)NC4CCCC4)cnc3c2c1 | -14
O=C(NCC1CCCO1)c1csc(Nc2ccccc2)n1 (stereo not drawn) | -9
O=C(Nc1nc(-c2ccc(F)cc2F)cs1)C(c1ccccc1)c1ccccc1 | -12
O=C(NCC[C@H](O)c1ccccc1)C(=O)Nc1ccc(OC(F)(F)F)cc1 | -15
O=C(CNC(=O)c1ccccc1F)NN=Cc1cccs1 | -8
O=C(CC(NCCC1=CCCCC1)C(=O)O)Nc1cc(Cl)ccc1Cl (stereo not drawn) | -17
O=C1CCSCC(C(=O)Nc2ccccc2OC(F)(F)F)N1 (stereo not drawn) | -28
Cn1cnc(S(=O)(=O)NCC2CCN(C(=O)NC(C)(C)C)CC2)c1 | -11
CCOc1ccc(NC(=O)Cn2nc(-c3ccccc3)c3sc(N4CCCC4)nc3c2=O)cc1 | 1
NC(=O)N[C@@H](C(N)=O)c1ccncc1 | -8
O=C(c1ccco1)N1CCC[C@H](Cc2nc(-c3ccccc3F)no2)C1 | -14
CN1CCc2c(sc(NC(=O)[C@@H]3COc4ccccc4O3)c2-c2nc3ccccc3s2)C1 | -31
O=S(=O)(c1ccc(N2CCN(c3ccc(F)cc3)CC2)nn1)C1CCCCC1 | -5
COc1cccc(OCC(O)CN2CCCCC2)c1 (stereo not drawn) | -11
COc1ccc(OCc2ccc(-c3nc(C#N)c(N4CCC(C(N)=O)CC4)o3)o2)cc1 | 37*
CCOc1ccc(CNC(=S)NN=Cc2ccc(OC)c(OC)c2)cc1 | 15
O=C(O)c1nnn(-c2ccccc2)c1CSc1ncccn1 | -3
Cc1cccc(Cn2c(SCCC(=O)O)nc3c2c(=O)[nH]c(=O)n3C)c1 | -3
O=C(NCCN1CCO[C@H](c2ccccc2)C1)c1ccccc1C(F)(F)F | -5
O=C(O)c1ccc(C=Nn2c(C3CCCCC3)n[nH]c2=S)cc1 | -8
Nc1ncnc(NNC(=O)CNC(=O)c2cccc(F)c2)c1[N+](=O)[O-] | -24
Cc1nc2ccccc2n1Cc1ccc(C(=O)NCc2ccco2)o1 | 3
Cc1cc(NS(=O)(=O)c2ccc(NC(=O)c3c(O)c(C)c(C)[nH]c3=O)cc2)nc(C)n1 | -21
O=C(NN=C/C=C\c1ccccc1[N+](=O)[O-])c1ccco1 | -6
CO[C@@H](CNC(=O)NC(C)C)c1cccc(F)c1 | -13
